# Source: PubChem BioAssay
# TRHR enhancer = allosteric enhancers of human TRH receptor; TRHR cells, fluo-8 calcium fluorescence, EC20 TRH enhancement; enhancement, % at 2 µM; AID 493056; hit rate 0.66% among 360,000; in the data active means enhancement above about 30%; further: 0% is about no effect
# Target sequence (P34981 whole entry, looked up): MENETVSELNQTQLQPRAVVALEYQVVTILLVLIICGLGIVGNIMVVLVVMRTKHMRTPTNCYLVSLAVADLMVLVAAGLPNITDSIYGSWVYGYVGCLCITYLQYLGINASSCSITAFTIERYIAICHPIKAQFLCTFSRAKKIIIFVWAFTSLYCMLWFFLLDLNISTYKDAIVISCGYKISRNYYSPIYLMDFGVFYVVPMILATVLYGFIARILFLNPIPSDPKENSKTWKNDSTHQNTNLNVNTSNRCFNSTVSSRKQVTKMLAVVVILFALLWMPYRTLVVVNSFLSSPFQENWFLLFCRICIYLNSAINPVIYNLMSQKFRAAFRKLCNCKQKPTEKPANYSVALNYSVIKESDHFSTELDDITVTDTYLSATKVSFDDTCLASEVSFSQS
#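 TRHR-expressing cells loaded with fluo-8 calcium dye were read kinetically (ex 480/em 530) during compound addition, then stimulated with an EC20 of TRH (10 nM final). Enhancement of the Gq-mediated intracellular calcium response was scored.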
# PI4K2A inh = inhibitors of human PI4K2A. Q9BTU6. purified PI4K2A, ADP-Glo luminescence, 1 h; hits give low values. activity change, negative = inhibition, % at 76.9 µM. hit rate 0.13% among 420,000; in the data active means activity change below about -50%; inconclusive means mostly about -30% to -49%;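 further: -100% = wells without enzyme as full effect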
#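 In this quantitative HTS, ADP production by PI4K2A was quantified luminescently after 1 h at ambient temperature; 100 microM adenosine served as plate-quality control.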
# USP1-UAF1 inh = inhibitors of human USP1/UAF1 deubiquitinase; recombinant USP1/UAF1, Ub-Rhodamine cleavage fluorescence; Potency, µM (top dose mostly 57.1 µM), inactives show top-dose activity change, negative = inhibition, most hits filed as inhibitors; hit rate 0.23% among 390,000; AID 743255; further: potency means the concentration at half of the fitted maximal effect; on the % scale 0 is the no-effect control and ±100 the full control effect; nearly all actives have a fitted effect of over 60% in size; inactives centre near -12
#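 USP1/UAF1 complex (1 nM) preincubated 15 min at room temperature with compound, then Ub-Rho substrate (150 nM final) added. Kinetic fluorescence at 480/540 nm over 6 reads at 60 s intervals; 50 mM HEPES pH 7.8, 0.5 mM EDTA, 0.1 mg/ml BSA, 1 mM TCEP, 0.01% Tween-20.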
# TRHR ag = agonists of human TRH receptor; TRHR cells, calcium flux fluo-8, FDSS agonist mode; P34981; AID 493084; hit rate 0.18% among 360,000; activation, % at 2 µM; in the data active means activation above about 30%; further: 0% is about no effect
#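 TRHR-expressing cells loaded with fluo-8 calcium dye; 23 nL library compound pin-transferred, kinetic FDSS fluorescence (Ex 480/Em 530) recorded about 180 s for agonist-induced calcium release, before a 10 nM TRH EC20 addition for potentiator mode.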
# TrxR1 substrate = rat thioredoxin reductase 1 substrate activity; O89049; purified TrxR1 substrate turnover, NADPH consumption readout; Potency, µM (titrated, usually from 114 µM), for inactives: at the highest dose activity change, negative = substrate turnover; hit rate 0.01% among 390,000; further: potency means the concentration at half of the fitted maximal effect; on the % scale 0 is the no-effect control and ±100 the full control effect; nearly all actives have a fitted effect of over 50% in size
#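 Rat TrxR1, dispensed at 90 nM, was prereduced with 400 uM NADPH (final) for 5 min at ~22 deg C, then incubated with compound 15 min before 400 uM selenite. A first-read NADPH fluorescence drop versus no-compound background flagged substrates.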
# D2 antag = antagonizes the human D2 dopamine receptor; P14416; HEK293 TREx D2 cells, calcium flux, dopamine EC80; inhibition, % at 10 µM; hit rate 2% among 340,000; AID 485344; in the data active means inhibition above about 30%; further: 0% is about no effect
#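 Calcium mobilization kinetics were recorded at 1 s intervals in tetracycline-induced HEK293 T-REx D2 cells, first for 180 s after compound addition and then 180 s after EC80 dopamine.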
# rTrxR1 inhibitor = inhibitors of rat thioredoxin reductase 1; hit rate 1% among 390,000; recombinant rTrxR1, NADPH fluorescence consumption, selenite substrate; O89049; Potency, µM (doses to about 114 µM), inactives show at the top dose activity change, negative = inhibition, actives largely listed as inhibitors; further: potency means the concentration at half of the fitted maximal effect; on the % scale 0 is the no-effect control and ±100 the full control effect; nearly all actives have a fitted effect of over 65% in size
#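 Rat TrxR1 (90 nM in the dispensed reagent) was pre-reduced with 400 uM NADPH for 5 min at room temperature, then incubated with compound for 15 min. After 400 uM selenite was added, NADPH fluorescence (Ex 340/Em 450 nm) was followed for 8 min.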
# mIDH1 inhibitor = human IDH1 R132H inhibition | IDH1-R132H enzyme, NADPH consumption, diaphorase/resazurin fluorescence | Potency, µM (top dose mostly 76.6 µM), for the others: at the highest dose activity change, negative = inhibition, hits mostly inhibitors | hit rate 0.093% among 390,000 | AID 602179; further: potency means the concentration at half of the fitted maximal effect; on the % scale 0 is the no-effect control and ±100 the full control effect; nearly all actives have a fitted effect of over 65% in size
# Target sequence (O75874 whole entry R132H, stated change not applied): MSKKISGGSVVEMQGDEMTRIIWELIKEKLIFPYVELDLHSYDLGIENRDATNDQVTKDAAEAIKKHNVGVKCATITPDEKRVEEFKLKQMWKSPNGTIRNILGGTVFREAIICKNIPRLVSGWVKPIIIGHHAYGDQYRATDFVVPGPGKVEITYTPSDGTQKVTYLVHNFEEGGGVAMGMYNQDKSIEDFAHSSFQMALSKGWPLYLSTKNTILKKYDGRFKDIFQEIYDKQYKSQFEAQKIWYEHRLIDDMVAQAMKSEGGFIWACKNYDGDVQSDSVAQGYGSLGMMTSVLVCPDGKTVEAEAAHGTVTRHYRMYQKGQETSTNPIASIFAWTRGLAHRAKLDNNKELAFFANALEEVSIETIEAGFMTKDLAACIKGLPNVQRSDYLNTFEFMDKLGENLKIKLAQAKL
#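 IDH1-R132H (0.5 ug/mL) preincubated 30 min with compound, then NADPH (0.016 mM) and alpha-KG (2 mM) added; 80 min at RT, pH 7.5. Remaining NADPH coupled via diaphorase/resazurin to fluorescence (540/590 nm); concentration-response curves normalized to no-enzyme control.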
# D2 agonist = agonists of human D2 dopamine receptor; HEK293 T-REx D2 cells, calcium flux agonist mode; activation, % at 2 µM; hit rate 0.53% among 340,000; AID 485358;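 active means activation over 3 SD above normal in the single-dose calcium agonist read, cut at about 30% in these data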; further: 0% is about no effect
#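 HEK293 Trex D2 cells, tetracycline-induced, o/n 30 C 5% CO2; no-wash Ca dye, RT 30–90 min; 10-cycle baseline, 23 nl cpd added, kinetic Ca read 180 s; agonist hits = positive Ca response.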
# The depositor's hits bear a star; ? = inconclusive; . = no result given; & = joins results of further samples; [ ] = another dose, or the depositor's remark. Unless noted, the call rests on the fitted dose curve; in most records, active means well fitted inhibition curve with a large enough effect; inconclusive means small, poorly fitted or top-dose-only effect; inactive means no such curve, though single readings can be large or run the other way.
canonical_smiles	TRHR enhancer	PI4K2A inh	USP1-UAF1 inh	TRHR ag	TrxR1 substrate	D2 antag	rTrxR1 inhibitor	mIDH1 inhibitor	D2 agonist
CC(C)Oc1ccc(CN2CCc3nc(Nc4ccc5c(c4)OCCO5)ncc3C2)cc1	-1	3	-15%	1.1	2%[57.1 µM]	.	9%[57.1 µM]	-19%	2.1
COc1ccc(CCN(C)Cc2ccc(OCc3ccccc3)c(OC)c2)cc1OC	6	11	-3%	0.0	7%[57.1 µM]	29	-1%[57.1 µM]	2%	0.5
O=C1OCCN1C(=O)[C@H]1[C@H](c2ccc([N+](=O)[O-])cc2)C(c2ccccc2)=NN1c1ccc(Br)cc1	.	-1	-12%	.	2%	.	19%	-3%	.
O=C(c1ccc([N+](=O)[O-])cc1[N+](=O)[O-])n1cnc2ccccc21	9	-11	-8%	-0.5	3%	19	3%	11%	0.0
O=[N+]([O-])c1ccc(CN2CCN(c3ccc([N+](=O)[O-])cc3)CC2)cc1	-5	-7	-4%	0.0	-9%	3	-6%[57.1 µM]	4%	0.6
O=C(CSc1nc(=O)[nH]c2c1CCCC2)Nc1ccc(Cl)c(Cl)c1	-2	1	-20%	0.2	-7%[57.1 µM]	.	-1%[57.1 µM]	0%	0.4
COc1ccccc1C(=O)Nc1nnc(S(=O)(=O)N2CCCCCC2)s1	0&0	-1&0	-21%&-5%	0.0&0.4	-2%&-11%	9	5%&4%	8%&24%	-0.4&0.4
Cc1ccc(NC(=O)c2ncn(CCCN3CCN(c4ncccn4)CC3)n2)cc1C	.	1	-16%	.	3%	.	15%	0%	.
Cc1ccc(C)c(C(=O)CSc2n[nH]c(-c3ccncc3)n2)c1	0	4	-6%	-0.2	-11%	-15	-17%	-1%	0.2
COc1ccc(NC(=O)c2cc(-c3ccccc3)nc3c2cnn3C(C)C)cc1	7	1	-22%	0.6	-2%	.	7%	14%	.
CCC(NS(=O)(=O)c1cnn(CC)c1)c1ccccc1 (stereo not given)	-3	0	-15%	-0.5	6%[57.1 µM]	-14	13%[57.1 µM]	4%	23
O=C(Nc1cccc(S(=O)(=O)Nc2ccccc2Cl)c1)c1ccc(Cl)nc1	-1	-5	-21%	-0.9	-3%	1	0%	1%	-0.9
CCOC(=O)/C(C)=N/Nc1nc(-c2ccc(NC(C)=O)cc2)cs1	0	5	-19%	-1.5	-15%	10	56µM*	0%	-2.1
CCCOc1cccc(C2/C(=C(/O)c3ccncc3)C(=O)C(=O)N2CCCN(C)C)c1 (stereo not given)	-4	.	.	0.8	.	-25	.	.	2.0
COc1ccc(CN(CC(=O)NCc2ccccc2)C(=O)c2csnn2)cc1	-7	3	2%	-1.2	-5%	10	7%	0%	1.2
COC(=O)c1c(NC(=O)C2(C)Cc3ccccc3C(=O)O2)sc2c1CCCC2 (stereo not given)	-4	0	-12%	0.2	34%	5	46%[activator]	7%	0.3
CCCCC(Sc1nc(N)c(NC(=O)c2ccco2)c(=O)[nH]1)C(=O)O (stereo not given)	1	0	-21%	0.8	2%	-4	17%	-9%	1.1
O=C(CC(c1ccccc1)c1ccccc1)NCC(O)c1ccc([N+](=O)[O-])cc1 (stereo not given)	0	-6	-4%	-0.8	-3%	-8	9%	-9%	-0.6
O=S(=O)(c1cccc(F)c1)N1CCC(c2nc3ccccc3s2)CC1	-2	1	5%	-1.1	7%	.	24%	-11%	-0.1
CCOC(=O)C1CCN(C(=O)CNC(=O)c2nn(-c3ccc(OC)c(OC)c3)c(=O)c3ccccc23)CC1	-1	1	-22%	-1.0	5%	-6	16%	-1%	0.0
O=C(NC(=S)Nc1ccccc1[N+](=O)[O-])c1ccccc1Cl	1	10	-8%	0.3	-2%	13	-42%	-3%	0.7
CCOC(=O)c1[nH]c2cc3c(cc2c1NC(=O)CN1CCc2ccccc2C1)OCO3	0	5	-13%	0.3	87%[activator]	-11	21%[57.1 µM]	-3%	-0.4
COc1ccc(C2C(C#N)=C(N)N(c3sc4c(c3C#N)CCCC4)C3=C2C(=O)CC(C)(C)C3)cc1 (stereo not given)	-18	1	-23%	0.4	-5%	6	-15%	-10%	-0.1
Cc1cccc(N2CCN(C(=O)CCC(=O)N3CC(C)Oc4ccc(C)cc43)CC2C)c1 (stereo not given)	0	0	-20%	-0.6	-1%[57.1 µM]	11	7%[57.1 µM]	-2%	0.5
CC(C)(C)Cc1nnc(NC(=O)CSc2ccccc2)s1	-2	4	-26%	0.5	0%	-6	2%	-4%	0.6

# Some entries already given, showing only USP1-UAF1 inh:
molecule | USP1-UAF1 inh
O=C1OCCN1C(=O)[C@H]1[C@H](c2ccc([N+](=O)[O-])cc2)C(c2ccccc2)=NN1c1ccc(Br)cc1 | -12%
CCCCC(Sc1nc(N)c(NC(=O)c2ccco2)c(=O)[nH]1)C(=O)O (stereo not given) | -21%

# New compounds follow.
canonical_smiles	TRHR enhancer	PI4K2A inh	USP1-UAF1 inh	TRHR ag	TrxR1 substrate	D2 antag	rTrxR1 inhibitor	mIDH1 inhibitor	D2 agonist
CCCC(=O)Nc1ccc2c(c1)nc1n2CCOC1	3	-4	-3%	0.2	12%	-7	7%	-2%	1.1
CCOC(=O)CCN(Cc1sccc1C)S(=O)(=O)c1ccc(F)cc1	-7	-5	?	0.5	-11%	3	9%	4%	-1.7
COc1ccc(/C=C2/SC(=S)N(CCCC(=O)Nc3cccc(O)c3)C2=O)cc1	1	9	-13%	0.2	-5%	.	-1%	9%	.
CCOc1cc(N2CCOCC2)c(OCC)cc1NC(=O)Cc1ccc(OC)c(OC)c1	0	-3	-15%	0.1	-12%	.	3%	4%	.
O=C(NCCc1nc2ccccc2[nH]1)/C(=C/c1ccco1)NC(=O)c1ccc(Br)o1	-27	3	-16%	0.4	-1%	10	-22%	4%	0.5
O=C1CN(C(=O)COC(=O)c2ccc(Cl)c(S(=O)(=O)N3CCCCC3)c2)c2ccccc2N1	.	-2	-24%	.	1%	.	22%	0%	.
Cc1nn(-c2ccc([N+](=O)[O-])cc2)c2c1C(c1cccc(Br)c1)N1C(=N2)C(=O)Nc2ccccc21 (stereo not given)	6	-4	-13%	0.7	-6%	9	-13%	7%	-0.1
COc1cccc(NS(=O)(=O)c2ccc3c(c2)CCCN3C(C)=O)c1	-11	-2	-7%	-0.4	7%	-10	19%	7%	-0.5
O=C(O)C1CCCCC1C(=O)NCCc1cccc(Cl)c1 (stereo not given)	-1	-3	-12%	0.2	4%	15	12%	10%	-0.8
CCC[C@@H]1CCCC/C=C\CCCC(=O)OCCN1C(=O)OC(C)(C)C	0	0	?	0.8	-6%	-1	16%	8%	-0.3
CCN(CC)S(=O)(=O)c1ccc2c(c1)N(CC(=O)Nc1cccnc1Cl)C(=O)CO2	9	-5	-8%	-0.2	-1%	1	20%	-7%	-1.5
CCCCn1c(N)c(N(CCOC)C(=O)CSc2ccccc2C)c(=O)[nH]c1=O	0	2	-16%	0.1	2%	-5	23%	3%	-1.4
CCn1c(=O)c2sccc2n(CC(=O)NC2CCCC2)c1=O	2	-3	-19%	-0.1	-13%[57.1 µM]	11	39%[activator][57.1 µM]	4%	-1.0
Cc1ccccc1Nc1nc(N)nc(COC(=O)c2cccc(S(=O)(=O)N(C)C)c2)n1	9	0	?	0.9	-6%	-9	-7%	1%	2.4
CC(C)(C)c1ccc(NC(=O)c2ccsc2)cc1	-4	-4	-11%	-0.1	-15%[57.1 µM]	-3	27%[57.1 µM]	19%	-2.2
Cc1ccc(S(=O)(=O)N2CCOCC2)cc1C(=O)NC(=S)N1CC(C)CC(C)C1 (stereo not given)	10	4	-5%	-0.7	1%	-6	9%	-1%	-0.2
NC(=O)C1Cc2ccccc2CN1S(=O)(=O)c1ccc(Cl)s1 (stereo not given)	-3	1	-23%	-0.7	0%	0	6%	6%	-0.9
Cc1cc(C(=O)NC2CCCC2)c2ccccc2n1	2	0	3%	1.1	0%	.	18%	8%	.
Cc1ccc(-c2nnc(SCC(=O)Nc3sc(C)c(C)c3C#N)n2C)cc1	-2	3	-10%	-0.5	-6%	-3	14%[57.1 µM]	1%	0.1
CC1CCC(NC(=O)CN2C(=O)c3cccnc3Oc3ccc(Cl)cc32)CC1 (stereo not given)	1	0	-21%	0.9	0%	-1	16%	10%	1.2
Cn1c(SCc2cccc(F)c2)nc2c([nH]c3ccccc32)c1=O	3	-3	2%	0.2	0%[57.1 µM]	.	23%[57.1 µM]	1%	0.5
Fc1ccc(N2CCN(C3CCC(c4ccccc4)CC3)CC2)cc1 (stereo not given)	-4	-2	-22%	5.8	1%	53*	15%	-3%	12
COCCn1c(=O)[nH]c(=O)c2cc(C(=O)c3cc(OC)ccc3O)cnc21	6	-5	-11%	0.5	-15%	0	-33%	1%	-0.6
O=C1NC2(CCCC2)N=C1c1ccc(F)cc1	8	3	-5%	1.1	-4%	1	2%	1%	0.4
CCCCN(C)CCNC(=O)Cn1c(=O)sc2ccccc21	-3	-3	-20%	-1.2	11%	0	?	7%	-0.9
CC(C(=O)Nc1ccc(F)c(F)c1F)N(C)Cc1cccs1 (stereo not given)	-14	2	-10%	1.2	1%	0	11%	21%	0.2
Cc1ccc(CN2CCN(/N=C/c3cccn3C)CC2)c(C)c1	-4	3	-22%	-0.6	-1%	51*	-13%	5%	-0.1
O=C(Oc1ccccc1)c1cccc(COC(=O)c2cnccn2)c1	-9	-5	-8%	-0.4	0%	10	2%	9%	-0.1
Cc1onc(-c2ccccc2)c1C(=O)Nc1nnc(N(C)Cc2ccccc2)s1	4	0	?	0.1	0%	-10	16%	15%	0.2
